# Screening results from PubChem.
# IEC-6 cytotox: IEC-6 cytotoxicity, counter-screen for KLF5 inhibitors. actives 0.78% (n = 290,000). luminescence viability. inhibition, % at 5 µM; in the data active = inhibition above about 22%;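 also: 0% = plate median of test compound wells and 100% = cytotoxic reference compound wells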
# HDAC3 inhib: blocks human histone deacetylase 3. actives 0.15% (n = 320,000). O15379. recombinant HDAC3, fluorogenic peptide/trypsin coupled, fluorescence. inhibition, % at 8.3 µM. AID 2718; in the data active = inhibition above about 26%, passing the limit was not always enough; inconclusive = no clear call, values can overlap the other calls
# Target sequence (O15379 whole entry, looked up): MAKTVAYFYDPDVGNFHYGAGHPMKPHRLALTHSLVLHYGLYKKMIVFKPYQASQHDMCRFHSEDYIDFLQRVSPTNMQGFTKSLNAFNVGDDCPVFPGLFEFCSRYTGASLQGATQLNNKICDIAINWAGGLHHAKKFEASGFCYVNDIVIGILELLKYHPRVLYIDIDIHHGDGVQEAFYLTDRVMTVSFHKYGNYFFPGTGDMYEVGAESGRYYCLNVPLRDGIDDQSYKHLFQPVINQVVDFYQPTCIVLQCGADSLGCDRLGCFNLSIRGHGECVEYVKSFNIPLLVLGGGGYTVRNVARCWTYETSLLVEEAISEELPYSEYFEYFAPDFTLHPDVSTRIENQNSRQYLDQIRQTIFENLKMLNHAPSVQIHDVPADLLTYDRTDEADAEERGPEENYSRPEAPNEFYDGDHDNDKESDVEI
# HSP90 inh: inhibitors of HSP90 luciferase refolding in rabbit reticulocyte lysate | actives 0.91% (n = 290,000) | luciferase refolding luminescence, 3 h | inhibition, % at 5.6 µM;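 active = inhibition above the screen-wide mean plus 3 SD, computed separately per campaign, cut at about 16% in these data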;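 also: 0% = DMSO wells and 100% = 60 µM geldanamycin wells; inhibitors lower the luminescence because luciferase stays unfolded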
# HIF act: HIF pathway transcriptional activation. U2OS HRE-luciferase reporter, luminescence; normalized: DMSO 0%, desferrioxamine 100%. activation, % at 7.5 µM (by protocol). actives 0.32% (n = 300,000);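 active = mean activation of at least 10% of the iron chelator positive control signal, with at least half of replicates also reaching 10%; inconclusive = mean and replicate majority disagree about reaching 10%; inactive = mean and most replicates under 10%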
# AI-2 QS modul: modulates the Vibrio harveyi AI-2 quorum sensing system. actives 0.4% (n = 300,000). activity change, % at 7.5 µM. Vibrio harveyi JMH597 AI-2 luminescence/OD600 ratio, 9 h; active compounds read low; strain lacks LuxN and CqsS sensors; 0 = neutral-control median. AID 2094; in the data active = activity change below about -75%, passing the limit was not always enough; inconclusive = no clear call, values can overlap the other calls;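 also: luminescence divided by OD600 gain over 9 h not by final OD600 alone; inactives centre near 13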
# KLF5 inh: suppresses KLF5 promoter-driven expression; DLD-1 KLF5 promoter-luciferase reporter, luminescence; inhibition, % at 5 µM; actives 0.23% (n = 290,000);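 active = inhibition above a per-plate limit of that plate's mean compound inhibition plus 3 SD, cut at about 60% in these data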;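 also: 0% = DMSO wells and 100% = LY294002 at 200 µM; higher means less KLF5 promoter-driven luciferase light; inactives centre near -14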
# Platelet DG rel: modulates dense granule release in human platelets | human platelet-rich plasma, SFLLRN dense granule ATP release, luminescence | inhibition, %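 (compounds screened at 7.5 µM in platelet-rich plasma)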 | actives 0.22% (n = 300,000) | AID 1663;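 active = mean replicate score, as percent of positive control, at or above 50; inconclusive = mean below 50 but at least one replicate at or above 50; inactive = mean and every replicate below 50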
# HSF1 activator: increases HSF-1 driven luciferase reporter signal. NIH3T3-HGL HSF-1 luciferase reporter, MG132, 8 h; 100% = twice DMSO control signal. activation, % at 9 µM. actives 1.7% (n = 300,000). AID 504408;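 active = mean replicate activation of at least 50% with a set share of replicates each reaching 50%; inconclusive = only one of those two conditions met; inactive = mean below 50% and too few replicates reaching it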;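 also: 0% = median of the neutral control wells and 100% = twice that signal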
# aSyn UTR inh: MLPCN primary screen, SNCA 5' untranslated region; inhibition, % (tested at 7.5 µM); AID 1813; actives 0.82% (n = 300,000); alpha-synuclein 5'UTR reporter, inhibitor activity; in the data active = inhibition above about 60%; inconclusive = no clear call, values can overlap the other calls;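 also: H4 neuroglioblastoma cells stably carrying SNCA 5'UTR luciferase fusion; 0% = DMSO wells and 100% = positive control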
# HSF1 inh: HSF1 inhibition. NIH3T3-HGL HSE-luciferase, MG132-induced, luminescence 8 h; active compounds read low. activity change, negative = inhibition, % at 7.5 µM (by protocol). actives 0.77% (n = 300,000);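 active = more than half of replicate wells show activity change below -50%, luminescence cut by over half; inconclusive = some wells, but at most half, below -50%; inactive = no replicate well below -50%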;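 also: luciferase reports HSF-1 transcriptional activity via heat shock element; 0% = median of DMSO wells and -100% = zero luminescence signal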
# * marks the source's active call; other numbers are inactive results; ? = inconclusive; · = no result given.
no.	Molecule	IEC-6 cytotox	HDAC3 inhib	HSP90 inh	HIF act	AI-2 QS modul
1	CC(=O)N1N=C(c2ccccc2)CC1c1cccc([N+](=O)[O-])c1 (stereo not drawn)	-1	0	0	-0.8	4
2	COCC(=O)N(Cc1ccc(OC)cc1)Cc1nc2ccccc2c(=O)[nH]1	0	-5	-5	0.2	29
3	Cc1cccc(-n2cnc(C(=O)NC3CCCCCC3)c2)n1	2	2	0	2.1	6
4	CCCc1cc(=O)n2[nH]c(NCc3c(Cl)cccc3Cl)nc2n1	2	-1	-3	-0.4	25
5	COc1ccc(N(CC(=O)NC(C)C)S(=O)(=O)c2ccc(NC(C)=O)cc2)cc1	7	2	1	-0.5	27
6	O=C(Nc1nc(-c2cccs2)cs1)c1ccc(Cl)s1	1	-1	0	·	11
7	COc1ccc(-c2[nH]ncc2-c2cnn(-c3ccccc3)c2)c(O)c1	1	-6	1	-0.1	4
8	CC(C)c1ccc(NC(=O)CN2C(=O)NC3(CCCC3)C2=O)cc1	-6	-6	-5	1.9	?

no.	KLF5 inh	Platelet DG rel	HSF1 activator	aSyn UTR inh	HSF1 inh
1	-21	-2	10	-1	4
2	-19	-1	13	5	-6
3	-85	17	27	-101	16
4	-20	-2	-9	13	0
5	-9	-1	·	19	·
6	-51	26	-58	-146	?
7	-8	-5	5	10	6
8	-36	-11	32	-19	13

# 4 entries from above, sorted by their value in aSyn UTR inh, low to high:
nr	mol	HDAC3 inhib	HSP90 inh	AI-2 QS modul	KLF5 inh	Platelet DG rel	HSF1 activator	aSyn UTR inh	HSF1 inh
8	CC(C)c1ccc(NC(=O)CN2C(=O)NC3(CCCC3)C2=O)cc1	-6	-5	?	-36	-11	32	-19	13
1	CC(=O)N1N=C(c2ccccc2)CC1c1cccc([N+](=O)[O-])c1 (stereo not drawn)	0	0	4	-21	-2	10	-1	4
7	COc1ccc(-c2[nH]ncc2-c2cnn(-c3ccccc3)c2)c(O)c1	-6	1	4	-8	-5	5	10	6
5	COc1ccc(N(CC(=O)NC(C)C)S(=O)(=O)c2ccc(NC(C)=O)cc2)cc1	2	1	27	-9	-1	·	19	·

# (further entries)
no.	Molecule	IEC-6 cytotox	HDAC3 inhib	HSP90 inh	HIF act	AI-2 QS modul
9	Cc1ccc(Cl)c(OCC(=O)NC2CCN(Cc3ccccc3)CC2)c1	·	2	·	-14	29
10	CC(=O)c1ccc(NC(=O)CCCC(=O)c2ccccc2)cc1	2	5	3	0.6	4
11	CCN(Cc1ccccc1)C(=O)Cn1c(C(C)O)nc2ccccc21 (stereo not drawn)	-1	3	0	0.5	30
12	COc1ccccc1NC(=O)c1cc2ccccc2nc1C	2	3	5	-0.3	12
13	CCOc1cc(N2CCOCC2)c(OCC)cc1NC(=O)COC(=O)/C=C/c1ccc(OC(F)F)cc1	·	2	·	0.0	2
14	CCCCn1c(N)c(NCCC(C)C)c(=O)[nH]c1=O	1	-1	2	·	·
15	Cc1[nH]c(=O)[nH]c(=O)c1/C=N/NC(=O)CCNC(=O)OC(C)(C)C	-3	·	-3	0.2	6
16	Cc1cc(/C=C(\C#N)C(=O)NC2CCCCCC2)c(C)n1C	6	-5	3	2.0	12

no.	KLF5 inh	Platelet DG rel	HSF1 activator	aSyn UTR inh	HSF1 inh
9	·	1	1	16	1
10	-7	1	2	-8	1
11	13	1	3	-19	-5
12	-13	1	9	10	6
13	·	0	37	-9	13
14	7	·	·	·	·
15	-24	77*	0	7	-10
16	-30	0	24	-74	0

# Additional structures.
no.	Molecule	IEC-6 cytotox	HDAC3 inhib	HSP90 inh	HIF act	AI-2 QS modul
17	COc1ccc(OCCN2CCOCC2)cc1	-2	6	-1	-1.6	19
18	CCC(C(=O)NCc1ccc(F)cc1)N(CCc1ccccc1)C(=O)c1snc(C(N)=O)c1N (stereo not drawn)	-2	9	0	0.5	22
19	O=C(N/N=C\c1ccc(Oc2ccccc2)cc1)c1csnn1	-2	-1	4	1.5	29
20	Cc1ccc(NC(=O)C(C)SCc2nc3sc(C)c(C)c3c(=O)[nH]2)nc1 (stereo not drawn)	·	2	·	0.6	27
21	Cc1cc(C(=O)COc2ncnc3sccc23)c(C)n1C1CC1	-1	-1	2	1.4	-3
22	Cc1ccc(-c2noc(CNC(=O)c3ccc4c(c3)OCO4)n2)cc1	-4	4	-2	-0.7	7
23	O=C(NCc1ccc(F)cc1)C(c1ccc(Cl)cc1)N(C(=O)c1csnn1)C1CC1 (stereo not drawn)	6	-2	4	-0.2	33
24	COC(=O)C(C)Sc1nc2c(cnn2-c2ccc(F)cc2)c(=O)[nH]1 (stereo not drawn)	-1	2	0	0.7	14

no.	KLF5 inh	Platelet DG rel	HSF1 activator	aSyn UTR inh	HSF1 inh
17	-1	2	-18	-4	0
18	-19	10	4	-3	10
19	-66	18	48	-96	14
20	·	3	-9	-10	4
21	-55	2	8	-79	17
22	13	-12	-20	-2	2
23	-2	-2	30	14	12
24	-23	0	34	12	-1

# (more compounds)
no.	Molecule	IEC-6 cytotox	HDAC3 inhib	HSP90 inh	HIF act	AI-2 QS modul
25	CCS(=O)(=O)N1CCC(C(=O)NCc2cccnc2)CC1	1	1	1	-0.3	18
26	COc1ccc(C(C)(C)C)cc1NC(=O)C1CCCO1 (stereo not drawn)	4	-2	-1	-0.1	19
27	Cc1ccc(CNC(=O)Cn2c(=O)oc3ccccc32)o1	0	0	-2	-0.9	21
28	Cn1c(NC(=O)Cc2ccc(F)cc2)cc(=O)n(C)c1=O	0	1	2	-0.2	13
29	CCc1ccc(NC(=O)CCc2nc3sc4c(c3c(=O)[nH]2)CCCC4)cc1	·	3	·	-2.8	-4
30	CCOc1cc(C2CC(=O)NC3=C2C(=O)C(C(=O)OC)C(C)C3)cc(Cl)c1O (stereo not drawn)	-1	5	-2	-0.3	20
31	CC(=O)/C(N=Nc1cccc(C(F)(F)F)c1)=C(\C)O	-2	-12	2	0.2	12
32	CC(C)=CCC/C(C)=C/CCC(C)NCCN1CCNCC1 (stereo not drawn)	34*	-18	2	0.0	14

no.	KLF5 inh	Platelet DG rel	HSF1 activator	aSyn UTR inh	HSF1 inh
25	-12	7	-3	8	2
26	-26	-7	-13	-5	-6
27	-15	-3	5	14	2
28	-11	19	29	24	6
29	·	-2	-3	2	3
30	-33	-25	8	6	-1
31	8	-1	-9	-9	0
32	-19	-2	-4	-22	-6

# Remaining list, next part
no.	Molecule	IEC-6 cytotox	HDAC3 inhib	HSP90 inh	HIF act	AI-2 QS modul
33	CCc1ccc2oc(=O)cc(CN(C)Cc3ccccc3)c2c1	6	1	6	-0.1	5
34	Cc1ccc(Cl)cc1NC(=O)CSc1sc2c(O)cc(=O)[nH]c2c1C#N	-7	-2	0	0.0	23
35	O=C(N/N=C1/SCC(=O)N1Cc1ccco1)c1ccccc1F	-3	-2	2	0.2	19
36	O=[N+]([O-])c1ccc(S(=O)(=O)NCCc2cn3ccccc3n2)cc1	-3	0	-3	-0.1	34
37	Cc1cc2ncn(/N=C/c3ccc([N+](=O)[O-])o3)c2cc1C	-4	-6	-2	0.1	13
38	COc1ccc(NC2CS(=O)(=O)CC2OC(=O)c2ccc(F)cc2)cc1 (stereo not drawn)	-6	10	2	-0.2	7
39	COCC(C)NC(=S)Nc1ccccc1[N+](=O)[O-] (stereo not drawn)	1	2	2	-0.5	13
40	CCOC(=O)C1=C(c2ccccc2)NC(N)=NC1c1ccc(OCc2ccc(C(=O)OC)cc2)cc1 (stereo not drawn)	-2	7	2	-0.5	-92*

no.	KLF5 inh	Platelet DG rel	HSF1 activator	aSyn UTR inh	HSF1 inh
33	9	-2	-2	30	-7
34	-15	4	17	17	4
35	-27	3	14	9	6
36	-1	2	-14	25	-2
37	-29	1	·	-122	·
38	-52	5	-1	7	0
39	-18	3	-5	3	-12
40	5	0	-6	-20	9

# Carrying on.
no.	Molecule	IEC-6 cytotox	HDAC3 inhib	HSP90 inh	HIF act	AI-2 QS modul
41	CCC(=O)Nc1cccc(NC(=O)c2ccc(Br)cc2)c1	5	-16	1	1.5	25
42	CC(C)CC(=O)NC(=S)NNC(=O)c1cccc([N+](=O)[O-])c1	2	1	-1	0.2	122
43	O=C1CC(N2CCN(c3ccccc3)CC2)C(=O)N1c1ccc2c(c1)OCCO2 (stereo not drawn)	1	-3	0	·	·
44	COc1cc(/C=C/C(=O)OCC(=O)NC(=O)NC23CC4CC(CC(C4)C2)C3)ccc1OCC#N	2	0	0	-3.9	24
45	CC(Oc1ccc2c(-c3ccccc3)cc(=O)oc2c1)C(=O)N1CCC[C@@H]1C(N)=O (stereo partly drawn)	7	-4	-1	-0.1	0
46	COc1cccc(NC(=S)NCc2ccc3c(c2)cc(C)n3C)c1	-3	·	0	0.2	26
47	O=C(COC(=O)c1cccnc1Cl)c1cccc(Cl)c1	2	-2	10	0.4	27
48	OC(CN1CCN(c2cccc(Cl)c2)CC1)c1ccc(F)cc1 (stereo not drawn)	3	3	5	0.5	-34

no.	KLF5 inh	Platelet DG rel	HSF1 activator	aSyn UTR inh	HSF1 inh
41	10	0	9	-117	8
42	-17	-5	13	3	-10
43	-7	·	·	·	·
44	-4	-1	6	-8	10
45	-26	0	10	-52	-3
46	0	3	9	-5	1
47	-17	-3	14	-26	-2
48	-35	0	4	23	-10

# Results in sequence from above.
# HSF1 activator for nos. 41 to 48 → 9, 13, ·, 6, 10, 9, 14, 4

# Other compounds:
no.	Molecule	IEC-6 cytotox	HDAC3 inhib	HSP90 inh	HIF act	AI-2 QS modul
49	COC(=O)CCC(=O)N1CCOCCOCCOCC1	-1	-4	2	-0.1	23
50	CCOc1ccc(Cc2onc3c2C(=O)CC(C)(C)C3)cc1OCC	4	-2	0	-0.1	1
51	CC(C)N(C=O)C1(C(=O)NC2CCCCC2)CCCCC1	-9	1	0	-0.4	8
52	Cc1cccc(C)c1NC(=O)C1(N(Cc2ccco2)C(=O)Cn2nnnc2N)CCCCC1	-2	-13	4	0.8	13
53	CC(Oc1ccccc1F)C(=O)NNC(=O)CCNC(=O)c1ccco1 (stereo not drawn)	·	-4	·	-5.9	-7
54	C#CCSc1n[nH]c(=O)n1-c1cccc(C(F)(F)F)c1	4	-5	-1	0.6	18
55	Cc1ncoc1C(=O)N1CCCC(CCC(=O)NCc2ccccc2F)C1 (stereo not drawn)	7	7	0	0.6	31
56	S=c1[nH]cnc2sc(Nc3ccccc3)nc12	0	19	0	-0.9	5
57	CCN1C(=O)/C(=C2/SC(C)=C(C)N2CC)SC1=S	-1	0	6	0.4	12
58	CCSc1nc2sc3c(c2c(=O)[nH]1)CC(C)(C)OC3	-1	1	4	0.5	4
59	O=S(=O)(c1ccc(-c2ccccc2)cc1)N1CCCCC1	2	6	-2	-0.6	22

no.	KLF5 inh	Platelet DG rel	HSF1 activator	aSyn UTR inh	HSF1 inh
49	-33	-7	-3	7	-8
50	-25	9	-4	25	-2
51	-5	8	1	-26	1
52	-25	-1	-5	16	0
53	·	-11	-5	-11	-6
54	-7	-12	4	24	0
55	-10	-6	10	-6	3
56	-82	5	2	-61	2
57	13	-2	34	2	-1
58	-33	1	27	-22	-1
59	1	14	21	5	-3
